# Compound activity: PubChem, several laboratories
# FLuc act counter: FLuc activators, initial screening, artefact control for FLuc-dependent activation tests, biochemical, ATPlite luminescence; Luciferin 4-monooxygenase (Photinus pyralis), P08659; ATPlite luciferase biochemical, 10 min; 0 = ATP-free wells, 1 = DMSO control; activation factor at 10 µM; 200,000 tested, under 10 active;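 active means luciferase activation factor, scaled between plate controls, of at least 2 with compound at 10 µM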
# Target sequence (P08659 whole entry, looked up): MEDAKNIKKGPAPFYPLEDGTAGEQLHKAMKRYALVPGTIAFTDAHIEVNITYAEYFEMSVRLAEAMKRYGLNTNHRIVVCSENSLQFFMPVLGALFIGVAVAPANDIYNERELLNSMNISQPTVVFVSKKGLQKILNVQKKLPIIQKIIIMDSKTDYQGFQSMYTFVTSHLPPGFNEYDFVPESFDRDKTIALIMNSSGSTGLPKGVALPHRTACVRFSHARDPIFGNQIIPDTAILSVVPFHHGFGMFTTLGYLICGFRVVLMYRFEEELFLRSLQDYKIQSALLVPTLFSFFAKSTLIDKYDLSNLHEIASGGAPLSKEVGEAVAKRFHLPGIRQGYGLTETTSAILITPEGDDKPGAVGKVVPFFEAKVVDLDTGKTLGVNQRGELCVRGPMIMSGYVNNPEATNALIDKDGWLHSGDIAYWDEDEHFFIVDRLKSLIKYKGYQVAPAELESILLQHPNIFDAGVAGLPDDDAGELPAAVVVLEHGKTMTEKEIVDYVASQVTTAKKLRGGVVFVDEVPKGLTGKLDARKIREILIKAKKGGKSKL
#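 assay system = Luciferase/luciferin detection reagent, cell-free biochemical luciferase assay | also added = ATP substrate | times = 10 min post-reagent at room temperature | measured by = luminescence from luciferase reaction | measure = luciferase activation, seen as luminescence increase over controls | benchmarks = low control with PBS replacing ATP, high control enzyme plus ATP without compound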
# STAT1 activator: STAT1 signaling activators, primary screen, cell-based, HTS, luciferase reporter. AID 932, 2007. NIH 3T3 STAT1-luciferase reporter, IFN-gamma, luminescence; 100% = IFN-gamma alone, no compound. activation (% of control), % at 5.5 µM. hit rate 2.6% among 200,000;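 active means activation above the screen-wide mean activation plus 3 SD, cut at about 130% in these data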;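 further: raw ratio to IFN-gamma control signal so 100% means no change and 0% no light; values of inactives mirror those of a sister screen read the other way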
# NF-kB neuron act: activators of NF-kB expression in neurons, primary screen, cell-based, HTS | human neuronal cells, NF-kB reporter expression; hits give high values | fold change at 12.5 µM | hit rate 1.6% among 190,000 | AID 1239, 2008; in the data active means fold change above about 3.3
# HMGR II inh: inhibitors of E. faecalis class II HMGR, primary screen, biochemical, Enterococcus faecalis; HMG-CoA reductase (Enterococcus faecalis, mvaE); purified E. faecalis HMGR, NADPH absorbance 340 nm kinetic; inhibition, % at 10 µM; hit rate 0.41% among 190,000; AID 1066, 2008;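 active means inhibition above a set limit, the median over all tested compounds plus 3 SD, cut at about 9.5% in these data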;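 further: enzyme runs in reverse so mevalonate oxidation gives rising NADPH absorbance; 0% = complete reaction with DMSO and 100% = background rate lacking mevalonate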
# FLuc inhib CS: firefly luciferase enzyme inhibitors, primary screen, artefact control for luciferase-based inhibitor screens, biochemical, luminescence, ATPLite. hit rate 1.5% among 200,000. AID 1006, 2008. inhibition, % at 10 µM. 10 min. Luciferin 4-monooxygenase (Photinus pyralis), P08659;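 active means inhibition above about 50% when tested at 10 µM, limit read from the data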
# Redox H2O2 prof: compounds producing H2O2 with reducing agent – biochemical, NIH compound library profiling, artefact control for MLSCN library redox annotation, primary screen | DTT-dependent redox cycling H2O2, phenol red/HRP absorbance; 100% = 100 µM peroxide control, 0% = buffer | activation, % at 10 µM | hit rate 0.03% among 200,000 | AID 878, 2007;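 active means activation of at least 50% relative to the plate's high and low controls in the primary single-dose screen; inactive means activation below 50%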;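 further: compound incubated with DTT at 0.8 mM final as the reducing agent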
# APP 5'UTR act: activators of APP 5'UTR luciferase reporter, primary screen, SH-SY5Y cells | activation, % at 2 µM | AID 1276, 2008 | SH-SY5Y APP 5'UTR luciferase reporter, luminescence; zero percent = DMSO vehicle wells | hit rate 1% among 190,000;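 active means activation above a set limit, based on mean plus 3 SD of controls, cut at about 140% in these data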; further: values of inactives mirror those of a sister screen read the other way
# APP 5UTR inh: inhibitors of APP translation via 5'UTR reporter, primary screen, APP 5'UTR luciferase, SH-SY5Y cells; SH-SY5Y APP 5'UTR-luciferase reporter, luminescence; hit rate 0.82% among 190,000; AID 1285, 2008; inhibition, % at 2 µM;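 active means inhibition above a set limit, derived from the sample mean plus 3 SD, cut at about 45% in these data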; further: values of inactives mirror those of a sister screen read the other way
# G6PDH counter: L. mesenteroides G6PDH inhibitors, counter-screen for G6PDH-coupled screening assays, biochemical, Leuconostoc mesenteroides enzyme; AID 1020, 2008; inhibition, % at 5 µM; glucose-6-phosphate dehydrogenase [Leuconostoc mesenteroides]; hit rate 0.12% among 200,000; Purified L. mesenteroides G6PDH, diaphorase/resazurin coupled fluorescence, 45 min; in the data active means inhibition above about 50%
# Hsp70 act: Hsp70 transcriptional activators, primary screen, cell-based, HeLa, Hsp70 promoter luciferase, luminescence, 10 µM; activation, % at 10 µM; AID 1203, 2008; HeLa Hsp70 promoter luciferase reporter; scaled: vehicle 0, proteasome-inhibitor control 100%; hit rate 0.04% among 200,000;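 active means activation above the mean across all tested compounds plus 3 SD, cutoff set per campaign, cut at about 5.5% in these data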;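 further: 100% = MG132 at 30 µM as the positive control and 0% = DMSO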
# * marks the source's active call; other numbers are inactive results; . = no result given.
SMILES,FLuc act counter,STAT1 activator,NF-kB neuron act,HMGR II inh,FLuc inhib CS,Redox H2O2 prof,APP 5'UTR act,APP 5UTR inh,G6PDH counter,Hsp70 act
COc1cccc(-n2cc(C(=O)O)c3ccccc3c2=O)c1,1,102,0.97,-1,-2,0.5,-2,2,-1,-0.2
Nc1nonc1C(=O)N1CCCCC1,1.1,99,1.4,-4,-6,-0.6,-4,4,7,-0.1
CCCCNC(=S)NNC(=O)c1ccc2c(c1)OCO2,1,103,1.1,0,-3,0.1,12,-12,4,-0.5
O=C1CN(C(=O)/C=C/c2cccc(Cl)c2)c2ccccc2N1,1,109,1,-2,-4,-1.7,8,-8,-3,-0.2
O=C(Nc1ccc2ccccc2c1)/C(=C/c1cccc(Br)c1)NC(=O)c1ccco1,1.1,91,0.82,3,-7,-0.1,-2,2,-2,-0.3
COc1cc(-c2nc(Cc3c(F)cccc3Cl)no2)cc(OC)c1OC,1.1,101,.,.,-6,-0.5,7,-6,5,-0.1
O=C(/C=C/c1cccc([N+](=O)[O-])c1)NCc1ccccc1,1,99,1.2,-4,-4,-0.1,9,-9,2,-0.3
COCCn1c(C)cc(/C=C2/NC(=O)N(c3ccc(Cl)cc3)C2=O)c1C,1.1,98,1.2,-4,-6,-0.4,-11,11,-1,-0.3
CCn1c(SCC(=O)NC(C)C)nnc1-c1cccs1,1,98,1.2,3,-2,0.0,-16,16,11,0.0
CC(=O)Nc1cccc2c1C(=O)N(c1ccccc1C)C2=O,1,103,1.1,-1,0,0.3,10,-10,-2,-0.3
CCCCNC(=O)C1CCN(Cc2ccccn2)CC1,1,97,1,-5,-4,-4.2,0,0,3,-0.3
O=C(NCC1CCCO1)C1CC1(c1ccccc1)c1ccccc1 (stereo unspecified),1,101,1,-2,-4,0.0,11,-11,-21,-0.4
COC(=O)c1ccccc1NC(=O)N1CSC[C@H]1C(=O)OC,1,100,0.94,2,1,2.8,13,-13,6,-0.6
CC(C)CCn1c(Oc2ccc(Cl)cc2)nc2c1c(=O)n(C)c(=O)n2C,1.1,99,1,-1,-6,0.1,-11,11,4,-0.3
COc1ccc(C(=O)O)cc1S(=O)(=O)Nc1ccc(C)cc1,1,108,1.1,-2,-2,-0.5,21,-21,9,-0.2
O=C(c1ccccc1)N1N=C(c2ccco2)CC1c1cccs1 (stereo unspecified),1,96,1.1,-3,-5,0.2,22,-22,6,-0.1
CN1CCN(NC(=O)c2cc(Br)ccc2Cl)CC1,1,100,1.1,-1,1,-0.1,3,-3,11,-0.1
Cc1cc(C)cc(NC(=O)CN(c2ccc(F)cc2)S(C)(=O)=O)c1,1,99,0.91,1,-3,-0.6,11,-11,12,-0.1
C/[N+]([O-])=C1\Cc2ccccc2C1=O,1,100,1.1,-1,-4,1.6,0,0,2,0.2
O=C(NCc1cccnc1)c1ccc(NC(=O)c2ccco2)cc1,1,104,1.5,-3,-3,2.2,0,0,-14,0.0
COc1cc(C(=O)N[C@H](C(=O)NC2CCCCCC2)C(C)C)cc(OC)c1OC,1.1,105,1.2,-4,-10,0.8,.,.,-4,-0.5
O=C(Cc1ccccc1)NC1CCS(=O)(=O)C1 (stereo unspecified),1,95,1.1,1,-4,-0.3,.,3,11,-0.2
Cc1csc(=Nc2ccc(S(=O)(=O)N3CCOCC3)cc2)n1Cc1ccco1,1,96,0.88,3,-4,1.2,-1,1,-4,-0.2
O=C(COC(=O)c1cccc(S(=O)(=O)N2CCOCC2)c1)Nc1ncc(C(F)(F)F)cc1Cl,1,100,1.2,-3,-1,0.6,18,-18,-3,-0.3
Cc1c(NC(=O)c2ccccc2)cccc1[N+](=O)[O-],1,109,0.95,-1,-2,-0.1,-2,2,2,-0.3
CC[N+](C)(CC)CC(O)COCC1COc2ccccc2O1 (stereo unspecified),1.1,95,0.99,-10,-6,-0.1,0,0,-12,-0.3
Cn1c(SCC(=O)Nc2ccc3cn[nH]c3c2)nnc1-c1cccs1,1,99,1,-2,-2,0.5,-17,17,-3,0.0
CC(C(=O)N1CCOCCOCCOCCOCCOCC1)N1C(=O)c2ccccc2C1=O (stereo unspecified),1.1,94,1.2,5,-6,0.6,-16,16,4,-0.2
COc1cc(CNCCN(C)C)c(Br)cc1OCC(=O)NCc1ccccc1,1,106,1.3,-5,-4,-0.1,17,-17,2,-0.3
CN(C)S(=O)(=O)c1cccc(NC(=S)NC2CCCCC2)c1,1.1,101,1.1,-2,-6,0.1,10,-10,5,-0.3
Cc1c(Cl)cccc1N=Cc1ccc([N+](=O)[O-])s1,1.1,96,1.2,-11,-7,-2.9,18,-18,4,0.1
CCN(C(=O)CN1CCOCC1)c1c(N)n(Cc2ccccc2)c(=O)[nH]c1=O,1.1,91,1.1,1,-7,-0.4,-4,4,6,-0.2
CCOC(=O)c1ccc(NC(=O)c2cc(=O)[nH]c3ccccc23)cc1,1,102,1.2,-5,1,-0.1,-7,7,-6,-0.4
COc1ccccc1NC(=O)CSc1nnc(CC(=O)Nc2cccc(C(F)(F)F)c2)n1C,1.1,93,1.2,-3,-11,-0.2,-1,1,3,-0.4
COc1ccc(OC(C)C(=O)NC2CC(C)(C)NC(C)(C)C2)cc1 (stereo unspecified),1.1,99,1.1,-3,-7,-1.7,21,-21,0,0.0
COc1ccccc1N1Cc2ccccc2C1,1,98,0.83,5,2,2.3,-13,13,8,-0.2
Cc1nc2sc(C(c3cccs3)N3CCN(C(=O)c4ccco4)CC3)c(O)n2n1 (stereo unspecified),1,101,0.92,-3,-1,-1.2,15,-16,2,-0.4
Cc1cc(C)nc(NN=C2CCCC2)n1,1,87,1.1,-14,-3,0.3,6,-6,-32,-0.3
CC(C)(CO)NCC#Cc1ccccc1,1.1,102,.,0,-6,-0.7,-3,3,5,0.1
CCC(=O)Nc1ccc(C(=O)c2ccccc2)cc1,1,107,1.5,-8,-3,-0.6,10,-10,6,-0.2
COc1cc2c(cc1OC)C(C(=O)NCc1ccco1)C1c3ccccc3CCN1C2=O (stereo unspecified),1.1,106,0.86,-1,-12,-3.8,16,-16,5,-0.4
Cn1cccc1CC(=O)N/N=C/C(Cl)=C/c1ccccc1,1,110,1.1,-2,0,0.2,6,-6,5,-0.2
Cc1ccc(CCN2CC(C(=O)O)CC2=O)cc1 (stereo unspecified),1,94,1.1,-2,-2,0.1,6,-6,-3,-0.1
O=C1NC2(CCc3ccccc3C2)C(=O)N1CCOc1cccc(Cl)c1 (stereo unspecified),1,95,1.1,-3,-2,-0.4,-18,18,3,-0.4
CCC(=O)/C(=C(/O)c1ccccc1)c1nc2ccccc2[nH]1,0.9,115,2.3,-2,8,-0.3,56,-56,3,-0.3
